Bioassay records deposited in PubChem by several laboratories.
HSP90 inh – inhibitors of HSP90 luciferase refolding in rabbit reticulocyte lysate. luciferase refolding luminescence, 3 h. inhibition, % at 5.6 µM. 290,000 compounds, 0.91% hits;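 active means inhibition above the screen-wide mean plus 3 SD, computed separately per campaign, cut at about 16% in these data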;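 further: 0% = DMSO wells and 100% = 60 µM geldanamycin wells; inhibitors lower the luminescence because luciferase stays unfolded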
Platelet DG rel – modulates dense granule release in human platelets | human platelet-rich plasma, SFLLRN dense granule ATP release, luminescence | inhibition, %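 (compounds screened at 7.5 µM in platelet-rich plasma)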 | 300,000 compounds, 0.22% hits;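 active means mean replicate score, as percent of positive control, at or above 50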
AI-2 QS mod – modulators of Vibrio harveyi AI-2 quorum sensing system. AID 2094. Vibrio harveyi JMH597 AI-2 luminescence/OD600 ratio, 9 h; hits give low values; strain lacks LuxN and CqsS sensors; 0 = neutral-control median. activity change, % at 7.5 µM. 300,000 compounds, 0.4% hits; in the data active means activity change below about -75%, passing the limit was not always enough;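 further: luminescence divided by OD600 gain over 9 h not by final OD600 alone; inactives centre near 13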
HSF1 activator – increases HSF-1 driven luciferase reporter signal. 300,000 compounds, 1.7% hits. AID 504408. activation, % at 9 µM. NIH3T3-HGL HSF-1 luciferase reporter, MG132, 8 h; 100% = twice DMSO control signal;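 active means mean replicate activation of at least 50% with a set share of replicates each reaching 50%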;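 further: 0% = median of the neutral control wells and 100% = twice that signal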
aSyn UTR inh – MLPCN primary screen, SNCA 5' untranslated region | alpha-synuclein 5'UTR reporter, inhibitor activity | inhibition, % (tested at 7.5 µM) | 300,000 compounds, 0.82% hits; in the data active means inhibition above about 60%;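 further: H4 neuroglioblastoma cells stably carrying SNCA 5'UTR luciferase fusion; 0% = DMSO wells and 100% = positive control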
KLF5 inhibitor – inhibitors of KLF5 expression | inhibition, % at 5 µM | DLD-1 KLF5 promoter-luciferase reporter, luminescence | 290,000 compounds, 0.23% hits;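 active means inhibition above a per-plate limit of that plate's mean compound inhibition plus 3 SD, cut at about 60% in these data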;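 further: 0% = DMSO wells and 100% = LY294002 at 200 µM; higher means less KLF5 promoter-driven luciferase light; inactives centre near -14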
SKKanGAS inh – inhibitors of SKKanGAS S. pyogenes growth in kanamycin (SK-promoter or general growth effect); 300,000 compounds, 1.3% hits; inhibition, % at 7.5 µM; AID 1662; BacTiter-Glo, 6 h;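 active means mean replicate score, as percent of positive control median, at least 50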;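 further: strain carries kanamycin resistance gene driven by streptokinase promoter and grows in 40 µg/ml kanamycin; loss of luminescence reflects streptokinase promoter inhibition or plain growth inhibition; 0% = median of DMSO wells and 100% = positive control at its reference dose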
IEC-6 cytotox – counter-screen for KLF5 inhibitors: cytotoxicity in IEC-6 cells; AID 1825; IEC-6 cytotoxicity, luminescence viability; inhibition, % at 5 µM; 290,000 compounds, 0.78% hits; in the data active means inhibition above about 22%;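 further: 0% = plate median of test compound wells and 100% = cytotoxic reference compound wells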
HIF act – HIF pathway transcriptional activation | U2OS HRE-luciferase reporter, luminescence; normalized: DMSO 0%, desferrioxamine 100% | activation, % at 7.5 µM (by protocol) | 300,000 compounds, 0.32% hits;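 active means mean activation of at least 10% of the iron chelator positive control signal, with at least half of replicates also reaching 10%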
HSF1 inh – HSF1 inhibition; NIH3T3-HGL HSE-luciferase, MG132-induced, luminescence 8 h; hits give low values; activity change, negative = inhibition, % at 7.5 µM (by protocol); 300,000 compounds, 0.77% hits;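 active means more than half of replicate wells show activity change below -50%, luminescence cut by over half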;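 further: luciferase reports HSF-1 transcriptional activity via heat shock element; 0% = median of DMSO wells and -100% = zero luminescence signal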
Starred values were filed as active, the others as inactive; · = no result given.

SMILES | HSP90 inh | Platelet DG rel | AI-2 QS mod | HSF1 activator | aSyn UTR inh | KLF5 inhibitor | SKKanGAS inh | IEC-6 cytotox | HIF act | HSF1 inh
COC(=O)c1c(C)cc(O)c(C)c1O | · | 15.3 | 3.1 | -6.4 | 8.5 | · | -4.0 | · | 0.1 | -3.0
COc1cc(C(=O)N/N=C(\C)c2ccc3c(c2)OCO3)cc(OC)c1OC | -4.5 | -5.3 | 3.8 | -15.0 | 11.3 | 31.4 | 3.6 | 89.2* | 0.1 | -7.3
C#CCOCCOCCOCCNc1nc(N2CCN(C(=O)[C@H](Cc3cc4ccccc4[nH]3)n3cc([C@@H](N)C(C)CC)nn3)CC2)nc(N2CCN(C(=O)[C@H](CCCCN)n3cc([C@@H](N)CO)nn3)CC2)n1 (stereo partly specified) | 12.1 | 2.9 | 0.2 | 38.2 | 13.6 | -19.5 | -2.9 | -0.6 | 0.4 | 17.5
CN1CCc2c(sc3nc(NN)n(-c4ccc(Cl)cc4)c(=O)c23)C1 | 7.8 | -0.9 | 19.9 | -16.4 | -23.8 | -8.1 | -0.9 | 12.8 | 0.2 | 5.5
N#CC1=C(N)SC(N)=C(C#N)C1c1ccc([N+](=O)[O-])cc1 | -0.5 | -4.6 | 15.0 | 27.0 | -10.7 | 1.1 | 10.5 | 5.7 | 0.5 | -6.6
CCOc1ccc(C(=O)Nc2nnc(SCC(=O)NCC3CCCO3)s2)cc1OCC (stereo unspecified) | 3.3 | -0.5 | 21.9 | -10.6 | 0.6 | -9.2 | 0.2 | 0.3 | 0.2 | -7.2
CCOC(=O)Nc1nnc(CCc2ccccc2)s1 | 3.3 | -4.0 | 12.0 | 25.2 | -3.3 | -18.3 | 2.6 | -6.6 | 0.4 | 1.1
CCc1ccc2[nH]c3nc(SCc4nnc(-c5ccccc5)o4)nnc3c2c1 | 4.5 | 4.6 | 6.1 | 2.2 | -7.5 | -19.1 | -3.2 | -4.2 | -0.3 | -6.9
COc1ccc(CNC(=O)CCCn2nc(C)c([N+](=O)[O-])c2C)cc1OC | -1.0 | -10.5 | 35.5 | -3.8 | 16.9 | -8.3 | -6.0 | 1.8 | -0.1 | 1.0
CC1CCc2sc(C(=O)N(C)CC(=O)Nc3cccc(F)c3)cc2C1 (stereo unspecified) | 1.6 | -1.9 | 2.6 | -18.4 | -29.6 | -13.8 | 6.1 | 3.2 | 0.0 | -6.5
Cc1nnc(NC(=O)CSc2nnc(CC(=O)Nc3ccccc3F)n2C)s1 | 1.0 | 2.4 | 42.9 | -1.8 | -11.3 | -24.4 | -2.9 | -7.8 | 0.1 | 0.0
Cc1c(-c2ncn[nH]2)sc(C#N)c1-c1ccccc1 | -3.2 | -2.9 | -3.2 | -11.0 | 34.3 | -35.5 | -2.3 | -3.6 | -0.1 | -1.4
Nc1nnc(SCC(=O)NN2C(=O)NC3(CCCCC3)C2=O)s1 | 4.7 | 2.3 | 15.5 | -4.5 | -15.3 | -6.4 | 3.6 | -1.3 | -0.7 | 4.0
CC(C)Oc1nnnn1-c1ccccc1 | -1.1 | 1.9 | 15.9 | -2.7 | 3.3 | -13.5 | -1.4 | -1.2 | -0.8 | -0.7
CCc1nc2ccc(C(=O)N3CCN(c4cc(C)ccc4C)CC3)cc2nc1CC | -0.3 | -1.5 | 21.5 | 3.2 | 22.5 | -13.6 | 27.8 | -6.9 | · | 4.8
Cc1nc2c(c(=O)c3ccccc3n2C)c(=O)n1-c1ccccc1 | -1.5 | · | 28.3 | · | · | -30.2 | 4.4 | -5.6 | · | ·
CCC(CC)c1nnc(NC(=O)C2=COCCO2)s1 | · | -0.3 | 25.7 | 13.8 | -51.8 | · | -12.7 | · | 1.6 | 1.3
COc1cc(/C=C2/SC(=S)N(CC(=O)Nc3nc4ccccc4s3)C2=O)cc(OC)c1OC | 1.4 | 13.2 | 12.9 | 23.4 | -23.8 | -4.1 | 23.7 | -4.4 | -0.1 | 0.6
COCCNc1nc(-c2ccc(OC)cc2)c(-c2ccc(OC)cc2)s1 | 2.5 | 3.9 | 5.6 | 5.2 | 4.0 | -11.3 | 21.0 | 2.6 | -0.2 | -5.2
CCCCC(=NCCc1c(C)[nH]c2ccccc12)C1=C(O)CC(c2ccccc2)CC1=O (stereo unspecified) | 5.3 | 1.3 | 8.0 | 1.3 | 51.3 | -11.6 | 29.2 | 0.4 | 0.4 | -7.6
Cc1ccc(NC(=O)N(Cc2nc3ccccc3c(=O)[nH]2)Cc2cccs2)cc1 | -0.1 | 16.0 | 10.5 | 22.4 | 20.5 | 9.2 | 3.6 | 2.7 | 0.2 | 5.1
COC(=O)C1=C(C(=O)OC)[C@@H]2N(Cc3ccccc3)c3ccccc3[C@@]23C[C@@H](CO)N(C(=O)NC2CCCC2)C3=N1 | · | 8.3 | 17.7 | 15.3 | 3.5 | · | 0.9 | · | -0.2 | 5.4
CCOc1ccc(CCNC(=O)COC(=O)CNC(=O)c2ccc(Br)o2)cc1OCC | · | -3.3 | 38.5 | 1.1 | -1.1 | · | -9.5 | · | -0.5 | -4.3
COc1ccccc1C1(O)CCN(CC(=O)Nc2c(C)nn(C)c2C)CC1 | -1.7 | 10.9 | 6.5 | 7.6 | 19.1 | -0.5 | 11.1 | 0.6 | 0.0 | 2.2
CCN(C(=O)c1cc2c(=O)n3ccccc3nc2n1C)C1CCCCC1 | -3.5 | -7.0 | 6.8 | 27.0 | -74.8 | -41.7 | 0.8 | 6.0 | 2.5 | 9.4
O=[N+]([O-])c1ccc(NCc2ccc3c(c2)OCO3)cc1 | -2.3 | -9.5 | -64.9 | 17.6 | -59.1 | -13.3 | 7.4 | -1.0 | 3.2 | 11.0
Cc1ccc(S(=O)(=O)N/N=C/c2ccc(C#N)cc2)cc1 | -1.9 | -0.7 | -40.6 | 10.4 | -8.9 | -11.8 | 3.0 | -1.8 | -1.1 | -0.8
COc1ccc(CNCc2cc(OC)ccc2OC)cc1 | -0.9 | -3.5 | 21.2 | 8.4 | -15.0 | -22.5 | 2.9 | -5.4 | -1.6 | -12.9
Cc1cc(NC(=O)COc2ccc(N(C)S(=O)(=O)c3ccccc3)cc2)no1 | 2.5 | -5.2 | 13.9 | 13.9 | -4.7 | -6.9 | 1.5 | 5.3 | -20.4 | -5.7
O=C(CC(c1ccccc1)c1cc(Cl)ccc1O)N1CCOCC1 (stereo unspecified) | 4.1 | -3.9 | 3.6 | -0.8 | 1.0 | -12.6 | -0.5 | -4.2 | -0.4 | -4.5
CC(C)CCN(C)C1CCN(S(=O)(=O)c2ccc(F)cc2)CC1 | 2.8 | 14.7 | 3.2 | 5.4 | 13.5 | 4.0 | -3.8 | 2.8 | 0.1 | -3.3
Cc1cc(C)nc(SCC(=O)Nc2ccc(S(=O)(=O)Nc3cc(C)on3)cc2)n1 | -2.6 | -10.6 | 10.5 | -6.0 | 4.9 | -23.6 | 3.8 | -3.6 | -0.3 | 4.9
CN1CCN(CCCN(Cc2cccs2)C(=S)Nc2ccc(Cl)cc2)CC1 | -2.1 | -1.5 | · | 6.3 | 11.4 | -0.5 | -0.1 | -2.5 | 0.1 | -2.2
COc1ccc(Nc2nc(N)nc(CN3CCN(c4ccc(F)cc4)CC3)n2)cc1 | 4.0 | -2.2 | 11.1 | 7.2 | 37.7 | 13.1 | 42.6 | 4.2 | 0.1 | -5.4
COc1ccc([N+](=O)[O-])cc1NC(=O)c1ccc(C)o1 | -0.2 | 14.2 | -2.8 | -11.6 | 0.8 | -38.2 | 0.7 | -2.9 | -1.2 | 8.9
COc1ccc2cc(C(C)C(=O)Nc3cccc(S(=O)(=O)N(C)C)c3)ccc2c1 (stereo unspecified) | -1.5 | 16.0 | 14.3 | 16.0 | 13.1 | -12.8 | -1.7 | -6.4 | -13.8 | 0.0
COc1ccc(OC)c(C2CC(=O)c3c([nH]c(C(=O)OC(C)C)c3C)C2)c1 (stereo unspecified) | -1.9 | 3.7 | 39.4 | -18.3 | 10.6 | 3.0 | 15.1 | 18.5 | 2.2 | -5.7
COC(=O)c1ccc2c(=O)[nH]c(CSc3nc(C)cs3)nc2c1 | -6.7 | 5.9 | 30.3 | 16.5 | -94.0 | -33.7 | -3.3 | 7.6 | 0.7 | 24.2
N#Cc1ccccc1COC(=O)c1ccc(Br)o1 | -1.3 | 0.7 | 23.5 | -6.8 | 16.9 | -14.2 | 1.0 | -9.5 | 0.2 | -5.8
COCCn1c(C)cc(C(=O)CSc2cc(C)c3ccc(OC)cc3n2)c1C | 0.2 | 6.8 | 3.7 | 16.7 | -24.9 | -25.8 | -2.6 | 5.1 | -0.4 | 0.1
COC(=O)/C(C(C)=O)=C(/C=C/C=C/N(C)C)N(C)C | -1.8 | 4.4 | 8.8 | 14.9 | 12.9 | -10.1 | 13.7 | 1.3 | -0.2 | -1.5
CCc1cc(C(=O)N2CCOCC2)c(NC2=NS(=O)(=O)c3ccccc32)s1 | -0.9 | -0.6 | 20.6 | 11.1 | -22.3 | -13.4 | 4.9 | 7.6 | 0.2 | -4.8
CCNC(=O)NC(=O)C(C)OC(=O)CCCc1nc2ccccc2s1 (stereo unspecified) | 3.3 | -37.4 | 10.1 | -7.5 | -9.1 | -8.3 | -4.0 | -3.1 | 0.0 | -2.1
CC(C)(C)NC(=O)NC(=O)COC(=O)Cc1c(F)cccc1Cl | 2.8 | -0.1 | 7.1 | 39.0 | -14.7 | -10.2 | -7.8 | -2.7 | 0.3 | 11.4
CCOc1cc(/C=C2\C(=O)N(CCC#N)N=C2C)ccc1OCC(N)=O | 7.4 | 4.3 | 13.9 | 4.9 | 16.4 | -19.9 | -3.5 | 4.0 | 0.0 | 2.7
COc1ccccc1COC(=O)N/C=C/c1ccco1 | -1.1 | 3.9 | 14.3 | 8.2 | -35.5 | -16.1 | 9.9 | -0.1 | -0.3 | 0.4
Clc1ccc(CSc2nnc(/C=C/c3ccccc3)o2)cc1 | 0.3 | -1.6 | -1.0 | 5.8 | 8.0 | 4.9 | -16.5 | 3.9 | -0.5 | -1.0
COc1oc(-c2ccccc2C)nc1C(F)(F)F | 3.0 | 1.3 | 22.3 | -2.3 | 11.6 | -7.9 | 0.4 | 1.9 | -0.5 | 1.9
CC(C)n1c(C(F)(F)F)nc2cc(C(=O)N3CCC(O)CC3)ccc21 | -0.9 | 12.1 | 8.9 | 22.3 | 5.1 | -6.9 | 4.7 | -3.3 | -0.7 | -4.1
O=c1[nH]c(CSc2ncc(-c3ccc(F)cc3)n2Cc2ccco2)nc2ccccc12 | -1.5 | -1.4 | 0.1 | 41.8 | -28.6 | -10.5 | 10.1 | -6.5 | 0.9 | 31.3
